Screens deposited in PubChem by Sanford-Burnham Center for Chemical Genomics.
hIAP activ – increases human intestinal alkaline phosphatase activity; purified human IAP, CDP-Star luminescence, 30 min; stronger effect = higher value; 1 = vehicle-only enzyme, 0 = enzyme-free background; hit rate 0.16% among 330,000; activation factor at 10 µM; P09923;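 active means activation factor of the enzyme at least 2-fold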; further: the source names both 10 and 20 µM as test concentration; values of inactives mirror those of a sister screen read the other way
Target sequence (P09923 whole entry, looked up): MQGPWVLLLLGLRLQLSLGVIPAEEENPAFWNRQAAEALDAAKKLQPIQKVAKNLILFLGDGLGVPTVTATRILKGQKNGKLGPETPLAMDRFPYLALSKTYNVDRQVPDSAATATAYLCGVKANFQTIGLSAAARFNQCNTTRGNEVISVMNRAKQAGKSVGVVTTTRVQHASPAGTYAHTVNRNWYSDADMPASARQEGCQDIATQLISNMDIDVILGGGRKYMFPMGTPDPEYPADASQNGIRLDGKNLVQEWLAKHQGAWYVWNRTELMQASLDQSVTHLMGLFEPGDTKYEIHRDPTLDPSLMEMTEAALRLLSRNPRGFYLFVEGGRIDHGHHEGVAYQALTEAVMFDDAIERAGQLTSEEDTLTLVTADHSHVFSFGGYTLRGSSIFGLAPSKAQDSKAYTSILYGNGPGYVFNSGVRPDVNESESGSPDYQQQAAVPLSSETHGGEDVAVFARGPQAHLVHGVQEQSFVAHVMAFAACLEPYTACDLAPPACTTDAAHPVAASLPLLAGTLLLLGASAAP
SENP6 inh – inhibitors of human SENP6 protease | Q9GZR1 | Recombinant SENP6 catalytic domain, aminoluciferin luminescence | inhibition, % at 10 µM | hit rate 1.8% among 330,000;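 active means inhibition above about 50% at the single tested dose, limit read from the data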;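 further: plate controls were DMSO wells with enzyme for no effect and DMSO wells lacking enzyme for full effect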
Target sequence (Q9GZR1 628-1112 limits assumed): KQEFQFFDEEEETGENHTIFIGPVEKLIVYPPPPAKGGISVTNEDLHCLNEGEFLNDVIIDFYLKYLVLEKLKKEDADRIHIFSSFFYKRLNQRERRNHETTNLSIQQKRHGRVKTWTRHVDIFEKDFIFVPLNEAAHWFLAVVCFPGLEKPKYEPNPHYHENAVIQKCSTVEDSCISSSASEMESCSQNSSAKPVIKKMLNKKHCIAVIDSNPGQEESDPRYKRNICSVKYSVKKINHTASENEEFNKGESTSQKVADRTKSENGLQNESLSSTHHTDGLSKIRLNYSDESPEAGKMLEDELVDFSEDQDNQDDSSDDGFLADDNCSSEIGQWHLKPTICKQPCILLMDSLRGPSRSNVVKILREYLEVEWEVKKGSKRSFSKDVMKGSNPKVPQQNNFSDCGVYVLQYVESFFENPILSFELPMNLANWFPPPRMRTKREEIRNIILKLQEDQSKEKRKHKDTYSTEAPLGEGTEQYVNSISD
Active calls of the source: *. This is a subset, so the mix of outcomes need not match the whole.

Start of the listing, in advance:
structure | hIAP activ | SENP6 inh
CCOC(=O)c1c(C)[nH]c(C=Nc2ccccc2)c1O | 0.99 | 2
CC1CCC2C(C1)OS(=O)(=O)NC2(C)C (stereo not given) | 0.93 | -6
CC(c1ccccc1)C(Cc1nc2ccccc2[nH]1)c1nc2ccccc2[nH]1 (stereo not given) | 2.2* | -2
CC(C)CC1NC(=O)c2ccc(Cl)cc2-n2c1nc1ccc(Cl)cc1c2=O (stereo not given) | 0.9 | -5
Cc1cc(C)nc(/N=C(\N)Nc2ccc(S(=O)(=O)Nc3nc(C)cc(C)n3)cc2)n1 | 0.89 | 18

Results (from the top)
structure | hIAP activ | SENP6 inh
CCOC(=O)c1c(C)[nH]c(C=Nc2ccccc2)c1O | 0.99 | 2
CC1CCC2C(C1)OS(=O)(=O)NC2(C)C (stereo not given) | 0.93 | -6
CC(c1ccccc1)C(Cc1nc2ccccc2[nH]1)c1nc2ccccc2[nH]1 (stereo not given) | 2.2* | -2
CC(C)CC1NC(=O)c2ccc(Cl)cc2-n2c1nc1ccc(Cl)cc1c2=O (stereo not given) | 0.9 | -5
Cc1cc(C)nc(/N=C(\N)Nc2ccc(S(=O)(=O)Nc3nc(C)cc(C)n3)cc2)n1 | 0.89 | 18
COc1ccc(C(=O)CSc2nc3c(c(=O)n(C)c(=O)n3C)n2C)cc1 | 0.99 | 1
CCC(Sc1nc2ccccc2c2nc3ccccc3n12)C(=O)NCc1ccco1 (stereo not given) | 1.2 | -4
COC(=O)Cn1c(=NC(=O)c2ccc([N+](=O)[O-])s2)sc2cc(Br)ccc21 | 1.2 | -13
COC(=O)C1=C(C)N=c2s/c(=C3\C(=O)Nc4ccccc43)c(=O)n2C1c1ccccc1 (stereo not given) | 1.1 | 6
COc1ccc(CNC(=O)c2ccc(N3CCC4(CC3)CC(c3ccc(Cl)cc3)=NO4)c(N)c2)cc1 | 0.93 | -5
C=CCc1cccc([C@@H]2[C@@H](C)CC[C@H]3C(=O)N4[C@@H](c5cc(OC)c(OC)c(OC)c5)c5[nH]c6ccccc6c5C[C@H]4C(=O)N23)c1 | 1.1 | -7
O=C(O)c1ccc(/C=N/NC(=O)C2CC2(c2ccccc2)c2ccccc2)cc1 (stereo not given) | 1.3 | -12
O=C(O)C1C2C=CC(O2)C1C(=O)Nc1ccc2c(c1)OCCO2 (stereo not given) | 0.97 | 0
Cn1c(N)c(C(=O)COC(=O)c2ccc(S(=O)(=O)N3CCCCC3)cc2)c(=O)n(C)c1=O | 1 | -10
Cc1nn(C)cc1CNC(=O)C1C2CCC(C2)C1C(=O)O (stereo not given) | 1.1 | -11
CC1(C)NC(=O)N(CC(=O)Nc2cc(S(=O)(=O)N3CCOCC3)ccc2N2CCOCC2)C1=O | 0.97 | 2
CCOC(=O)c1c(/N=C/c2ccc(O)cc2O)sc2c1CCC2 | 1 | 2
Cc1ccc(/C=C/C2=Cc3c(sc(NC(=O)CSc4n[nH]c(N)n4)c3C#N)C(C)(C)C2)o1 | 1.2 | -63
Cc1ccc(C2NC(C(=O)O)CS2)cc1 (stereo not given) | 1.1 | 8
COc1ccc(S(=O)(=O)CCC(=O)Nc2cccc(OC)c2)cc1 | 1 | -8
Cc1cccc(CCNC(=O)c2cc(=O)[nH]c3ccc(Br)cc23)c1 | 1.1 | 2
COC(=O)N[C@H](CC(C)=O)c1ccccc1 | 1.1 | -26
O=C(NC1CCCCC1)OCCN1CCN(Cc2ccccc2)CCC1=O | 0.99 | -8
CCCCNC(=O)Oc1c(Br)cc2sc(=O)oc2c1Br | 1.1 | 19
N#Cc1c(Cl)c(Cl)c2nnc(-c3ccc(Br)cc3)n2c1Cl | 1.1 | 0
CCOC(=O)C1=C(C)OC(N)=C(C#N)C1c1c(C)nn(-c2ccc(C)cc2)c1Cl (stereo not given) | 0.95 | -3
Cc1nn(CC(=O)NCc2ccc(OC(C)C)cc2)c(=O)c2cc3occc3n12 | 1.1 | 8
CCC1(C)OCC(Cn2c3ccccc3c3ccccc32)O1 (stereo not given) | 0.94 | -12
CCCCOC(=O)NS(=O)(=O)c1sc(CC(C)C)cc1-c1ccc(Cn2c(CC)nc3c(C)cc(C)nc32)cc1 | 1 | -3
COc1ccc(C2NC3=C(CCCC3)C(C#N)(C#N)C2(C#N)C#N)cc1 (stereo not given) | 1 | -7

Reformatted: entries from further up
Order of values – hIAP activ	SENP6 inh
CCC(Sc1nc2ccccc2c2nc3ccccc3n12)C(=O)NCc1ccco1 (stereo not given)
→ 1.2	-4
COC(=O)Cn1c(=NC(=O)c2ccc([N+](=O)[O-])s2)sc2cc(Br)ccc21
→ 1.2	-13
COC(=O)C1=C(C)N=c2s/c(=C3\C(=O)Nc4ccccc43)c(=O)n2C1c1ccccc1 (stereo not given)
→ 1.1	6

(cont.)
structure | hIAP activ | SENP6 inh
CCN1CCCC1CNC(=O)c1cc(S(=O)(=O)CC)c(N)cc1OC (stereo not given) | 1.1 | -8
O=C(COC(=O)c1ccncc1)Nc1cc(Cl)c(Cl)cc1Cl | 0.91 | -3
O=C(c1cnn(C(=O)c2ccc(O)cc2)c1)c1ccccc1O | 1.1 | 4
O=C(Oc1ccc2c3c(c(=O)oc2c1)CCC3)c1ccccc1[N+](=O)[O-] | 0.99 | 7
CCOC(=O)CC(NC(=O)Cn1nnc(-c2ccccc2C)n1)c1ccc(OC)cc1 (stereo not given) | 1.1 | -7
CC(=O)OC[C@H]1O[C@H](C/C=N/OC[C@@H](O)[C@H]2O[C@@H]3OC(C)(C)O[C@@H]3[C@H]2O)C=C[C@@H]1OC(C)=O | 0.99 | -7
Cc1ccc(NC(=O)Cc2nnc(SCC(=O)c3ccc(Br)cc3)n2C)cc1Cl | 1.3 | -14
CC(C)CCNC(=O)c1ccc(Cl)c(NC(=O)Cc2ccccc2)c1 | 0.93 | 4
COc1ccc(/C=C2\SC(=S)N(NC(=O)c3ccncc3)C2=O)cc1OC | 1 | 17
CCOc1ccc(C(C)=O)cc1Cc1c(O)nc(N)[nH]c1=O | 0.98 | -14
Cc1cccn2c(=O)c(C=NCCO)c(Nc3ccc(Cl)cc3)nc12 | 0.91 | -1
CCC1=NN2C(=N)/C(=C\c3ccc(OCCOc4ccccc4)c(OC)c3)C(=O)N=C2S1 | 1.1 | -3
CC1CCCC(NC(=O)c2cn(C)c3ccc(S(=O)(=O)N4CCCC4)cc3c2=O)C1C (stereo not given) | 1 | 18
Cc1ccc(OCCOCCn2cnc3ccccc3c2=O)cc1C | 1.2 | -5
CCn1c(=O)c(C(=O)Nc2ccsc2C(=O)OC)c(O)c2ccccc21 | 0.98 | -3
COc1ccc(S(=O)(=O)Nc2nc3ccccc3nc2Nc2ccc3c(c2)OCO3)cc1 | 0.82 | -15
Cc1nnc(NC(=O)C2C3C=CC(O3)C2C(=O)O)s1 (stereo not given) | 1 | -8
COc1ccc(NC(=S)Nc2ccc(C)c(S(=O)(=O)N3CCCCC3)c2)cc1 | 0.85 | 0
COc1ccc(C2C=C(c3ccc(Br)cc3)Nc3nc(NS(C)(=O)=O)nn32)cc1 (stereo not given) | 0.99 | 4
O=c1[nH]c(-c2ccc(Cl)cc2)nc2c1cnn2-c1ccccc1 | 0.94 | -17
N#Cc1cc([N+](=O)[O-])ccc1NC(=O)COC(=O)CCC1CCCCC1 | 0.97 | 8
COC(=O)/C=C1\C(=O)N(c2nc3ccc(OC)cc3s2)C(=S)N1c1ccc(F)cc1 | 0.84 | -16
CC1(O)C(=O)C=C2C=C(c3ccc(C#N)cc3)OC=C2C1=O (stereo not given) | 1 | 1
CCOc1cccc2cc(-c3csc(NC(=O)CCC(=O)NCCCN4CCC(C)CC4)n3)c(=O)oc12 | 1.1 | -13
C#CCOCCOCCOCCNc1nc(N2CCN(C(=O)C([C@@H](C)CC)n3cc(C(N)CO)nn3)CC2)nc(N2CCN(C(=O)[C@H](CCC(=O)O)n3cc(C(N)Cc4ccc(O)cc4)nn3)CC2)n1 (stereo not given in full) | 1 | -11
N#Cc1nc(-c2ccc(OCc3ccccc3Cl)cc2)oc1NCCCn1ccnc1 | 1.3 | -10
COc1ccc2c(Cl)c(C(=O)NCC3CCCO3)sc2c1Cl (stereo not given) | 0.93 | -12
CCOc1cc(NC(=O)c2cnccn2)c(OCC)cc1NC(=O)c1cccc(F)c1 | 1 | -14
O=c1[nH]c2ccccc2n1CCCN1CCN(C(c2ccccc2)c2ccccc2)CC1 | 0.94 | -1
Cc1nnc(C)c2c(C)n(-c3cccc4cccnc34)c(C)c12 | 0.93 | 20
c1ccc2oc(-c3ccc(Nc4nc(N5CCCCC5)nc(N5CCOCC5)n4)cc3)nc2c1 | 0.82 | 0
CC1=NN(C(N)=S)C(=O)C1N=Nc1ccc(C)cc1C (stereo not given) | 1.4 | 92*
O=C(Cn1nc(-c2ccc3c(c2)OCCO3)ccc1=O)Nc1ccc(N2CCOCC2)cc1 | 1.2 | 6
CC1=CC(C#N)(C#N)C(C#N)(C#N)C(c2ccccc2)N1 (stereo not given) | 0.97 | 9
Fc1ccccc1/C=N/Nc1nc(-c2ccccn2)nc2ccccc12 | 1.1 | -15
Cc1csc(NC(=O)c2ccc(C(=O)Nc3nc(C)cs3)cc2)n1 | 0.85 | 25
CCCCC(CC)CNC(=O)/C=C/c1ccc(F)cc1 (stereo not given) | 0.81 | 6
COc1ccc(-c2nnc(SCC(=O)c3ccc4c(c3)OCCO4)o2)cc1 | 1 | -4
CCOC(=O)c1c(-c2ccc(OCC)cc2)csc1NC(=O)CCN1C(=O)c2ccccc2C1=O | 1 | -5
Cc1cccc(NC(=O)C(=O)NCCCc2ccccc2)c1 | 0.96 | -6
CC(C)C(NC(=O)C12CC3CC(CC(C3)C1)C2)C(=O)NC1=NCCS1 (stereo not given) | 1.2 | 16
C/C(CCN1CCc2nc(-c3ccccc3)c(-c3ccccc3)cc2C1)=N\O[C@@H](C)c1cn([C@H](CO)Cc2ccccc2)nn1 | 0.91 | 3
CC(C)CC1NC(=O)c2ccccc2-n2c1nc1ccc(F)cc1c2=O (stereo not given) | 0.93 | 2
C#CCOCCOCCOCCNc1nc(N2CCN(C(=O)CCCCCCCCCCNC(=O)[C@H]([C@@H](C)CC)n3cc(CCCCN=C(N)N)nn3)CC2)nc(N2CCN(C(=O)CCCCCCCCCCNC(=O)[C@H](CCCN=C(N)N)n3cc(C[C@@H](C)CC)nn3)CC2)n1 | 1.5 | -95
N#Cc1cc(NC(=O)c2ccc(F)cc2)c(=O)n2c1[nH]c1ccccc12 | 0.93 | 13
CCOc1ccc2ncc(S(=O)(=O)c3ccccc3)c(N3CCC4(CC3)OCCO4)c2c1 | 0.93 | 5
CCc1nnc(NC(=O)c2ccc3c(c2)C(=O)N(CC(C)C)C3=O)s1 | 1.3 | -8
CCOC(=O)C(CSCC(=O)c1ccc(Br)cc1)NC(=O)OC(C)(C)C (stereo not given) | 0.87 | -3
COC(=O)/C(=C(/F)SCC(C)=O)C(F)(F)F | 1.1 | -17
Cc1ccc(-n2[nH]c(C)c(/C=N/NC(=O)c3cccc([N+](=O)[O-])c3)c2=O)cc1C | 1.1 | 27
Cc1cc(NS(=O)(=O)c2ccc(Nc3nc(-c4sc(NC(=O)c5ccccc5)nc4C)cs3)cc2)no1 | 1.1 | 72*
OCc1ccccc1N=c1ssnc1Cl | 1.2 | -3
O=C(Cc1ccccc1[N+](=O)[O-])OCc1cccc([N+](=O)[O-])c1 | 1.2 | -7
O=C1OC2(c3ccccc31)c1cc(I)c(O)c(I)c1Oc1c2cc(I)c(O)c1I | 0.74 | 11
CC(=O)Nc1ccc(Nc2ncnc3ccccc23)cc1 | 1 | -16
COc1cc2c(c(O)c1OC)-c1c(cc(OC)c(OC)c1O)[C@@H](OC(=O)c1ccccc1)[C@@](C)(O)[C@@H](C)[C@@H]2OC(C)=O | 1 | 7
Cc1cccc(NC(=O)Cn2c(=O)n(CCc3c[nH]c4ccccc34)c(=O)c3cccnc32)c1 | 1 | -1
Cc1nc2ccccc2n1/C(=N/S(=O)(=O)c1ccc(Br)cc1)c1ccccc1 | 0.9 | -10
O=C(CN1C(=O)/C(=C\c2cccc(Cl)c2)Oc2ccccc21)N1CCN(c2ccccn2)CC1 | 0.89 | -5
O=C1CN(C(=O)COc2cccc(F)c2)c2ccccc2N1 | 0.9 | -13

Next compounds follow.
structure | hIAP activ | SENP6 inh
CC(=O)OC[C@H]1O[C@@H](O/N=C/[C@@H](C)[C@H](OCc2ccccc2)C(C)C)[C@H](OC(C)=O)[C@@H](OC(C)=O)[C@@H]1OC(C)=O | 0.95 | -6
COc1ccc(N2C(=O)[C@@H]3[C@H](C2=O)[C@H](C(=O)c2ccc(OC(C)=O)cc2)N2N=CC=C[C@@H]32)cc1 | 1 | -10
O=C(CCl)c1ccc2c(c1)CCN2C(=O)C1CC1 | 1 | -18
Cc1ccc2c(c1)-n1c(nc3cc(Cl)ccc3c1=O)C(Cc1ccccc1)NC2=O (stereo not given) | 0.85 | -13
COc1cccc(C(=O)NN2CC(O)=C(c3nc4ccccc4n3C)C2=N)c1 | 1.2 | 5
Cc1ccc(CN2C(=O)C3CCCN3c3ccc(C#N)cc32)cc1 (stereo not given) | 1.1 | -2
CCc1nc2sc3c(=O)n(N)cnc3c2c2c1COC(C)(C)C2 | 0.85 | 4
CC(=O)N1c2ccc(N=Cc3cc(Br)cc(Br)c3O)cc2CC1C (stereo not given) | 0.96 | -3
Brc1ccc(Nc2nc3ccccc3n3nnnc23)cc1 | 0.95 | -4
